KB-V1 MDR tox = kills drug-selected multidrug resistant KB-V1 cells; KB-V1 MDR cells viability, CellTiter-Glo, 72 h; Potency, µM (doses to about 46.1 µM), inactives show top-dose activity change, negative = cytotoxicity, hits mostly cytotoxic; 3.4% of 400,000 active; note: potency is the fitted concentration of half-maximal effect; % is set by controls: 0 for no effect and ±100 for the full control effect; nearly all actives have a fitted effect of over 60% in size
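Following 72 h at 37 degrees C with compound, KB-V1 cell viability was read by CellTiter-Glo luminescence, medium being phenol-red-free DMEM plus 10% FBS; concentration-response parameters came from normalized, curve-fitted qHTS data.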
SW480 rerep = inducers of DNA re-replication in SW480 colon cancer cells | 1.8% of 340,000 active | Potency, µM (doses to about 46.1 µM), without a hit: at the highest dose re-replication activation, usual class: activators | AID 624297 | SW480 DNA re-replication, Hoechst DNA content imaging, 48 h; note: potency is the fitted concentration of half-maximal effect; % of control where 0% means no effect; nearly all actives have a fitted effect of over 55% in size
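Readout is total intensity of Hoechst-stained nuclei, excited at 405 nm and collected at 500-530 nm. Compound treatment lasted 48 hr at 37 C in 5% CO2 before staining.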
KB-3-1 tox = KB-3-1 parental cell cytotoxicity; 1.4% of 400,000 active; Potency, µM (top dose mostly 46.1 µM), inactives show at the highest dose activity change, negative = cytotoxic, actives largely listed as cytotoxic; KB-3-1 viability, CellTiter-Glo ATP luminescence, 72 h; note: potency is the fitted concentration of half-maximal effect; % is set by controls: 0 for no effect and ±100 for the full control effect; nearly all actives have a fitted effect of over 60% in size
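Here the drug-naive KB-3-1 line serves as comparator for MDR sub-line selectivity; cells received compound titrations, 72 h at 37 °C, then CellTiter-Glo readout.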
WRN inhibitor = WRN helicase (human) inhibition; Q14191; WRN helicase unwinding, fluorescent forked duplex, kinetic; AID 651768; 0.46% of 360,000 active; Potency, µM (series often up to 114 µM), without a hit: at the highest dose activity change, negative = inhibition, actives largely listed as inhibitors; note: potency is the fitted concentration of half-maximal effect; % is set by controls: 0 for no effect and ±100 for the full control effect; nearly all actives have a fitted effect of over 55% in size
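Kinetic fluorescence helicase assay: unwinding of a quenched forked DNA duplex (100 nM final) with 2 mM ATP final raises red fluorescence (525/598 nm). Compounds sat 15 min at room temperature with 20 nM WRN beforehand.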
ATXN2 expr inh = inhibitors of ATXN2 expression; HEK-293 ATXN2-luciferase reporter, luminescence, 24 h; AID 1745845; 0.72% of 360,000 active; Potency, µM (top dose mostly 57 µM), for the others: at the top dose activity change, negative = inhibition, hits mostly inhibitors; note: potency is the fitted concentration of half-maximal effect; % is set by controls: 0 for no effect and ±100 for the full control effect; nearly all actives have a fitted effect of over 55% in size
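qHTS (up to 57 uM final) was run with 24 h compound exposure of reporter cells at 37 °C. Each well was multiplexed: SteadyGlo luminescence measured ATXN2-luciferase expression after a fluorogenic Gly-Phe-AFC viability readout (25 uM final).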
HT1080 IDH1KD tx = kills HT-1080 cells with IDH1 knockdown | HT-1080 IDH1 knockdown viability, ATP luminescence, 48 h | Potency, µM (titrated, usually from 46.1 µM), inactives show at the top dose activity, negative = toxicity, actives largely listed as cytotoxic | 2% of 360,000 active | AID 686971;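 note: potency is the fitted concentration of half-maximal effect; 0% = DMSO wells and -100% = cell-free medium wells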
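Cytotoxicity counter-line: IDH1KD HT-1080, 48 h, CellTiter-Glo. Curves classed by r2, magnitude and activity.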
MCF10A rerep = DNA re-replication induction in MCF 10a cells. MCF 10A DNA re-replication, Hoechst nuclear intensity, 48 h. Potency, µM (highest dose often 46.1 µM), for the others: at the highest dose activity, positive = re-replication, hits mostly activators. 2.9% of 350,000 active. AID 624296; note: potency is the fitted concentration of half-maximal effect; % of control where 0% means no effect; nearly all actives have a fitted effect of over 50% in size
HT1080-NT tox = kills 2HG-producing HT-1080-NT fibrosarcoma cells | HT-1080-NT fibrosarcoma viability, CellTiter-Glo ATP luminescence, 48 h | Potency, µM (series often up to 46.1 µM), for the others: at the top dose activity, negative = less viability, usual class: cytotoxic | 1.6% of 360,000 active;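 note: NT is the 2HG producing partner of a matched IDH1 knockdown line; potency is the fitted concentration of half-maximal effect; 0% = DMSO-treated cells and -100% = media-only wells without cells; nearly all actives have a fitted effect of over 55% in size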
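Viability by CellTiter-Glo luminescence after 48 h compound exposure at 37C of HT-1080-NT cells (750/well, RPMI, 5% FBS). % activity scaled between DMSO wells and medium-only wells, then curve-fitted and categorized by curve class.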
IL-1B inflam inh = blocks inflammasome-driven IL-1 beta release. THP-1 LPS/ATP IL-1B secretion, AlphaLISA, 16 h; hits give low values. activity change, % at 57.5 µM. 4.7% of 360,000 active. AID 743279; in the data active = activity change below about -50%; inconclusive = mostly about -30% to -49%; note: % is set by controls: 0 for no effect and ±100 for the full control effect
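Secreted IL-1B measured by AlphaLISA bead assay after 16 h compound exposure of THP-1 cells; compounds (final up to 57.5 uM) added 1 h before LPS (250 ng/mL) and ATP (1.25 mM) stimulation; lower signal means less secretion.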
The depositor's hits bear a star; ? = inconclusive; nt = no result given; & = joins results of further samples; [ ] = dose if it differs, or a comment. Unless noted, calls come from the whole dose curve; as a rule, active = well fitted curve in the direction sought with a large enough effect; inconclusive = small, poorly fitted or top-dose-only effect, or another doubt; inactive = no such curve, though single readings can be large; an effect the other way counts as inactive or inconclusive.

SMILES	KB-V1 MDR tox	SW480 rerep	KB-3-1 tox	WRN inhibitor	ATXN2 expr inh	HT1080 IDH1KD tx	MCF10A rerep	HT1080-NT tox	IL-1B inflam inh
Cc1cc(-c2cc(-c3ccccc3)on2)nc(NCC2CC2)n1	?	1%	14%	-1%	5%	5%	18µM*	12%	-4
Cc1ccc(OCC(=O)N2CCN(S(=O)(=O)c3ccc(Cl)cc3)CC2)c([N+](=O)[O-])n1	-6%	1%	10%	0%	3%	13%	1%	8%	13
CC(C)(C)c1ccc(OCCNC(=S)Nc2ccccc2)cc1	?	?	-15%	-17%	-34%	16µM*	29%	?	-107*
O=C(NC(=S)Nc1cccc([N+](=O)[O-])c1)C1CCCCC1	?	20%	10%	2%	10%	-10%	0%	9%	22
COC(=O)c1ccc(SCC(=O)NCc2ccccc2)c([N+](=O)[O-])c1	-3%	-7%	5%	-11%	6%	14%	1%	13%	2
CCOc1ccc(NC(=O)CN2C(=O)CSc3ccc(S(=O)(=O)N4CCCC4)cc32)cc1	1%	-18%	-4%	-4%	-1%	2%	7%	-1%	?
CN(C(=S)NC(=O)/C=C/c1ccc(F)cc1)C1CCCCC1	1%	-5%	-3%	-5%	16%	15%	-33%[inhibitor]	?	-66*
CC1(C)CC(=O)C=C(c2cccc(CO)c2)C1	-4%	-5%	-14%	2%	3%	-3%	1%	2%	-17
Cc1c(NC(=O)c2ccc(NS(=O)(=O)c3ccccc3)cc2)c(=O)n(-c2ccccc2)n1C	5%	?	-17%	-26%	-9%	-5%	-3%	1%	0
Cc1ccc(-c2nc(NCc3ccco3)c3ccccc3n2)cc1	12%	-42%[inhibitor]	0%	-13%	nt	-15%	?	?	5
O=C(Nc1nccs1)c1cc(N2CCOCC2)nc2ccccc12	0%	1%	1%	6%	-1%	-14%	9%	-2%	24
O=C(C[C@H]1C/C=C\CC[C@@H](Cc2ccc(F)cc2)C(=O)O[C@@H](c2ccccc2)CNC1=O)N[C@H](CO)Cc1ccccc1	10%	-12%	-2%	-26%	?	-21%	?	?	0
Cc1cc(C(=O)N/N=C/c2ccc(C)s2)n[nH]1	-4%	-7%	2%	?	29%	10%	0%	1%	-9
Cc1ccc(NC(=O)c2cc(NC(=O)C3CC=CCC3C(=O)O)ccc2N2CCOCC2)cc1 (stereo not given)	2%	11%	6%	-12%	-6%	1%	26%	-1%	6
O=C(Nc1ccccc1)C1CCCCC1	1%	-7%	8%	11%	4%	4%	0%	11%	10

Limited to KB-3-1 tox (two entries from above):
mol | KB-3-1 tox
O=C(Nc1nccs1)c1cc(N2CCOCC2)nc2ccccc12 | 1%
O=C(C[C@H]1C/C=C\CC[C@@H](Cc2ccc(F)cc2)C(=O)O[C@@H](c2ccccc2)CNC1=O)N[C@H](CO)Cc1ccccc1 | -2%

New compounds follow.
SMILES	KB-V1 MDR tox	SW480 rerep	KB-3-1 tox	WRN inhibitor	ATXN2 expr inh	HT1080 IDH1KD tx	MCF10A rerep	HT1080-NT tox	IL-1B inflam inh
c1ccc(-c2noc(-c3ccc4c(c3)OCO4)n2)nc1	4.1µM*	?	4.6µM*	-5%	?	2.5µM*	?	1.8µM*	6
Cc1cc(N)c2ccccc2n1	-10%	-9%	14%	0%	-9%	4%	6%	5%	-16
CCC(C(=O)OCC(=O)Nc1ccc(Cl)c(S(=O)(=O)N(C)C)c1)c1ccccc1 (stereo not given)	-23%	-1%	1%	-20%	-8%	-21%	-4%	-12%	11
Cc1cc(N)n(-c2ccc([N+](=O)[O-])cc2)n1	-11%	-2%	-15%	-6%	-16%	-5%	0%	-11%	-17
Oc1ccccc1C1=Nc2ccccc2N=C(c2ccco2)C1	?	-10%	-18%	-1%	-2%	-15%	5%	-18%	-12
COC(=O)c1sc(-c2ccc(Cl)cc2)cc1N	-1%	-5%	-4%	-7%	67%[activator]	-17%	8%	-11%	-10
CC1CC(C)CN(C(=O)c2cc(-c3ccccn3)nc3ccccc23)C1 (stereo not given)	-16%	10%	-3%	-2%	-21%	5%	8%	1%	12
COC(=O)c1ccccc1C(=O)N(Cc1cccnc1)CC1CCCN(C2CCCCC2)C1 (stereo not given)	?	-20%	9%	3%[57.1 µM]	-6%	7%	-1%	4%	24
O=C(COC(=O)/C=C/c1ccc2c(c1)OCO2)Nc1ccc(S(=O)(=O)N2CCCC2)cc1	7%	2%	1%	-3%	-11%	1%	4%	5%	1
Cc1ccccc1CSc1nc2n(n1)C(c1cccs1)C1=C(CCCC1=O)N2 (stereo not given)	?	?	-33%	-6%	-20%	?	26µM*	?	?
CC(C(=O)NCc1ccccn1)c1ccc([N+](=O)[O-])cc1 (stereo not given)	0%	1%	18%	1%	-1%	3%	-3%	-1%	-13
COc1ccc(C2=NOC(C(=O)NC(C)C)C2)cc1 (stereo not given)	-19%	2%	?	6%	11%	-2%	2%	13%	-4
CCCC(=O)n1nc(-c2cccnc2)nc1NCc1ccccc1	15%&14%	-14%	3%&1%	-18%	-6%&1%	5%	1%	5%	9
Fc1ccccc1COc1ccc(C(=S)N2CCCC2)cc1	0%	-4%	-11%	-1%	nt	-5%	2%	-1%	-1
Cc1ccc(Cn2c(SC3CCOC3=O)nc3ccccc3c2=O)cc1 (stereo not given)	10%	2%	11%	1%	9%	13%	-2%	9%	25
O=C(c1ccccc1)N1CCN(C2CCCCCC2)CC1	-21%	-2%	4%	-8%[57.1 µM]	0%	9%	-1%	12%	8
COCCNC(=O)C(C)Oc1ccc(Cl)cc1Cl (stereo not given)	6%	3%[9.22 µM]	4%	7%	3%	10%	-11%	5%	12
O=C(Cn1nnc2c(cnn2-c2ccc(F)cc2)c1=O)c1ccccc1F	8%	-1%	-6%	1%	-16%	5%	-5%	2%	13
COc1ccc(C(=O)C2CCCN(C(=O)c3cc(C)on3)C2)cc1F (stereo not given)	-7%	-8%	13%	11%	-23%	-5%	-1%	0%	21
CC1(c2ccc(Cl)cc2)NC(=O)N(CN2CCOCC2)C1=O (stereo not given)	9%	-8%	9%	-21%	3%	9%	-7%	2%	0
COc1ccc(C/C(C)=N/NC(=O)c2cccnc2)cc1	-3%	-4%	10%	-9%	-18%	4%	-3%	0%	3
COc1cc(C2C(C#N)=C(N)Oc3n[nH]c(C)c32)ccc1OC(=O)c1ccccc1 (stereo not given)	?	8%	-2%	-28%	1%	-20%	-3%	-4%	-12
COc1ccc(C)cc1NC(=O)CSc1nnnn1Cc1ccccc1	-10%	-3%	-18%	-6%	-2%	2%	12%	-2%	15
Cc1sc2ccccc2[n+]1CC(=O)O	1%	?	-2%	50µM*	1%	6%	2%	0%	0
N#Cc1cccc(NC(=O)CSc2n[nH]c(=O)[nH]c2=O)c1	1%	?	11%	4%	nt	-4%	-5%	-15%	-5
Cc1cc(N2CCN(c3ccccc3)CC2)n2c(n1)nc1ccccc12	-13%	-5%	4%	-5%	-9%	7%	0%	10%	5
COc1ccc(NC(=O)c2ccc(CNc3c(N4CCCC4)c(=O)c3=O)cc2)cc1Cl	25%	3%	-7%	-4%	-34%	6%	4%	27%	?
CCOC(=O)N1CCN(C(=O)c2ccc3nc4ccc(Cl)cc4c(=O)n3c2)CC1	-12%	-6%	6%	7%	-31%	-5%	?	1%	?
COc1ccc(-c2nnc(SCC(=O)Nc3sc4c(c3C#N)CCCC4)n2-c2ccccc2)cc1	-9%	-7%	5%	3%	?	4%	?	-2%	13
CCC(C)Sc1nc(C)nc2c1c(=O)n(C)c(=O)n2C (stereo not given)	5%	3%	10%	-9%	0%	1%	-3%	10%	12
COc1ccc(-n2c(SCC(=O)N3CCOCC3)nc(O)cc2=O)cc1	nt	2%	nt	-5%	0%	8%	7%	7%	12
CSc1nsc2nc(=O)c(/C=C3\C=Nc4ccccc43)c(N)n12	16%	26%	-8%	-18%	25%	-16%	?	-12%	0
Cc1onc(-c2c(Cl)cccc2Cl)c1C(=O)N1C=CC(C(F)(F)F)=NCC1	-11%	12%	-5%	-15%	1%	-17%	23%	2%	19
C/C(CCc1ccco1)=N\NC(=O)CNc1c(Br)cc(Br)cc1Br	2%	-14%	-1%	1%	nt	1%	-4%	-5%	9
O=c1[nH][nH]c2c1[C@@H](c1ccc(F)cc1)O[C@H](C1CCCCC1)C2	21%	nt	-10%	-2%	2%	-20%	nt	-2%	-14
Cc1ccnc(Nc2nc3ccccc3s2)n1	4%	?	-2%	7%	13%	1%	-14%	3%	45
O=C(c1sc2ccccc2c1Cl)N1CCN(c2ccccc2F)CC1	-7%	nt	23%	-16%	-4%	-2%	?	7%	19
CCN(CC)c1ncnc2c1[nH]c1ccccc12	-12%	0%	-15%	4%	?	-16%	?	-19%	-16
COc1ccc(NS(=O)(=O)c2ccc3nc(COc4ccc(Cl)c(C)c4)[nH]c3c2)cc1	-3%	?	-6%	-19%[57.1 µM]	-17%	-26%	?	-22%	24
Cc1cc(S(=O)(=O)NCC(C)C)ccc1OCC(=O)NCc1ccco1	-1%	-3%	-20%	-2%	-6%	-3%	-21%	-17%	-3
